GPR151 activ = human GPR151 activation. AID 1508602. PathHunter beta-arrestin GPR151 cells, luminescence. activation, % at 11.2 µM. Q8TDV0. actives 1% (n = 650,000); in the data active means activation above about 4.9%;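 further: 0% = median of compound wells and 100% = cells with positive control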
MITF primary = blocks human microphthalmia-associated transcription factor; AlphaScreen MITF homodimerization, bead proximity signal; inhibition, % at 2.6 µM; actives 0.91% (n = 650,000); AID 1259374; in the data active means inhibition above about 50%;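 further: 0% = vehicle wells with protein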
FBW7 activator = activators of human E3 ligase FBW7; normalized activity (activation), % at 26.1 µM; actives 0.13% (n = 650,000); AlphaScreen FBW7–phospho-cyclin E peptide binding, activator screen; in the data active means normalized activity above about 1.9%;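 further: purified mutant Fbw7 with reduced substrate affinity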
Target sequence (Q969H0 whole entry, looked up): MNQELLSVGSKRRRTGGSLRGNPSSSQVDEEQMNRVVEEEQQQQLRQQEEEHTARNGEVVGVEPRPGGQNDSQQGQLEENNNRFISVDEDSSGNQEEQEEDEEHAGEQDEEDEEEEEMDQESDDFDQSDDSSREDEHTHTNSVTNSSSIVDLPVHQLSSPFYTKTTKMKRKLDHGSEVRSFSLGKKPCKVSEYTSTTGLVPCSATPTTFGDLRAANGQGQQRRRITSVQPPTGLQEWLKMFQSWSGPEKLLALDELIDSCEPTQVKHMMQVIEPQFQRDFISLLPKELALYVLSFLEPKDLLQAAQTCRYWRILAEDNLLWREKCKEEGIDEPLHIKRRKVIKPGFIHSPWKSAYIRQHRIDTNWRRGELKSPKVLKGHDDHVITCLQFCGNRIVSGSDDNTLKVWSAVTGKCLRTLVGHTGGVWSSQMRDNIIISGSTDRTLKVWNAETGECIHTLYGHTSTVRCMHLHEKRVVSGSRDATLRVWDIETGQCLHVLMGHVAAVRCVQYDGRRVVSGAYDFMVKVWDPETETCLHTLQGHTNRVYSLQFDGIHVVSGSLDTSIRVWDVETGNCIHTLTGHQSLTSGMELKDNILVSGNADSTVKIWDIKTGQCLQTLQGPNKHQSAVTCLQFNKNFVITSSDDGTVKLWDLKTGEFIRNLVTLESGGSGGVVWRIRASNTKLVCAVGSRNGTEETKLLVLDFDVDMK
TEAD-YAP block = TEAD-YAP interaction inhibition; HEK-TIYL cells, TEAD-Gal4/YAP UAS-luciferase luminescence; inhibition, % at 9.12 µM; actives 1.4% (n = 640,000); in the data active means inhibition above about 32%;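 further: 0% = median of test compound wells and 100% = reference inhibitor wells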
Numbers without * were called inactive; & = joins results of further samples.

Every second line gives: GPR151 activ	MITF primary	FBW7 activator	TEAD-YAP block
#1 CCCOC(=O)c1ccc(-c2ccc(/C=C3/C(=O)NC(=O)C(C#N)=C3C)o2)cc1
→ -0.6	4	0.0	-75
#2 O=C(NC1CCCCC1)NC1CCN(S(=O)(=O)Cc2ccccc2)CC1
→ -0.2	1	-0.1	2
#3 COc1ccc(CNC(=O)CN(CCc2ccccc2)S(=O)(=O)c2ccc(C)cc2)cc1
→ 0.0	18	0.5	6
#4 COC(CNc1ncnc2c1cnn2-c1ccc(Cl)cc1)OC
→ 1.3	0	0.0	-54
#5 CCOC(=O)c1ccc2c(c1)nc(-c1ccc(OC)cc1)c1nccn12
→ 2.4	-7	0.0	-10
#6 O=C(CN1C2=NCCCN2c2ccccc21)c1ccc(Cl)cc1
→ 0.5	-6	0.0	7
#7 CNC(=O)COc1cc(Cl)ccc1Cl
→ 0.3	-3	0.0	-7
#8 CCOC(=O)c1c(NC(=O)CN2CCOCC2)sc2c1CCC2
→ -2.0	11	0.2	8
#9 O=C1NC(=Nc2ccc(O)cc2)S/C1=C\c1ccc(F)cc1
→ -1.7	18	0.1	32*
#10 Cc1ccccc1C1CC(c2ccc(Br)s2)Nc2nnnn21 (stereo not given)
→ -1.3	1	-0.1	5
#11 O=C(CCNC(=O)c1ccccc1Br)NCCC1=CCCCC1
→ 1.2	6	0.3	2
#12 CCOP(=O)(OCC)c1nc(-c2ccc(C)cc2)oc1NCc1ccccc1
→ -0.4	-4	0.1	-8
#13 N#Cc1ccc(OCC(=O)N/N=C/c2ccc3c(c2)OCO3)cc1
→ 1.1	6	0.3	-2
#14 CC(C)NC(=O)c1cccnc1SCc1ccccc1Cl
→ -0.4	-3	0.0	-2
#15 CC(C(=O)O)N1C(=O)S/C(=C\c2ccccc2)C1=O (stereo not given)
→ 0.7	8	0.1	-11
#16 CCCNC(=O)c1cc(-c2ccc(F)cc2)on1
→ -0.2	4	0.1	-118
#17 COc1ccccc1-n1nc(C(=O)Nc2c(F)cc(F)cc2Br)c2ccccc2c1=O
→ -1.4	7	0.1	-3
#18 COc1ccc(CNC(=O)C(=O)Nc2cccc(C(C)=O)c2)cc1
→ -1.3	-4	-0.3	4
#19 Cc1c(C(=O)NCCc2ccccc2)oc2c1-c1[nH]ncc1CC2
→ -2.3	6	-0.1	-32
#20 O=C(Nc1c2c(nn1-c1ccc(Cl)cc1)CSC2)c1ccccc1Cl
→ 0.9	-7	0.6	-2
#21 CCN(CC)Cc1ccc(NC(=O)c2ccccc2[N+](=O)[O-])cc1
→ -0.2	12	0.3	-10
#22 c1ccc(Oc2ccc(Nc3nc(-c4ccccc4)nc4c3ncn4-c3ccsc3)cc2)cc1
→ -1.4	3	-0.1	5
#23 CCc1ccc(C2=NC(c3ccc(Cl)cc3)NC(c3ccccc3O)C2)cc1 (stereo not given)
→ 1.5	0	-0.1	-51
#24 Cc1ccc(Nc2nc(-c3ccccc3)[n+](CS(=O)(=O)c3ccccc3)s2)cc1
→ -0.7	7	-0.1	-39
#25 O=C(Nc1nnc(-c2ccc(Cl)cc2)o1)C1=COCCO1
→ 1.8	2	-0.2	-12
#26 COc1cc(-n2c(C)nc3cc(C(=O)NCc4ccc5c(c4)OCO5)ccc32)cc(OC)c1OC
→ -0.6	0	-0.2	-15
#27 Cn1c2ccccc2n2c(=N)c3cc([N+](=O)[O-])ccc3c(C#N)c12
→ -0.1	-4	0.1	7
#28 O=C(NNC(=O)C(F)(F)F)c1cccc([N+](=O)[O-])c1
→ -1.7	-4	-0.1	-5
#29 C=CCSc1nnc2c(n1)OC(c1cc(Br)c(O)c(OC)c1)Nc1ccccc1-2 (stereo not given)
→ -0.7	7	0.0	-25
#30 CCCC(=O)OCC(=O)N1CCc2ccccc21
→ -1.0	-9	-0.1	-9
#31 NC(=O)c1c(NC(=O)C2C3C=CC(C3)C2C(=O)O)sc2c1CCCC2 (stereo not given)
→ 2.7	-1	0.1	17
#32 CCOC(=O)C1CCCCN1C1CCC(=O)N(Cc2ccccc2Cl)CC1 (stereo not given)
→ -0.4	-9	0.1	-1
#33 CC(=O)c1ccccc1OCc1ccccc1C
→ 0.2	7	2.6*	5
#34 O=C(C(O)c1ccc(Br)cc1)N1CCC(Oc2ccc3[nH]ncc3c2)CC1 (stereo not given)
→ 4.1	6	0.1	6
#35 CC(C)c1ccc(/C=c2\sc3nc4ccccc4n3c2=O)cc1
→ 0.6	-15	-0.2	8
#36 COCCn1c(=NC(=O)C2CC2)sc2ccccc21
→ 2.2	-10	0.1	-2
#37 CCOC(=O)c1ccc(NC(=O)CC2S/C(=N/N=C3\NC(=O)CS3)NC2=O)cc1 (stereo not given)
→ 3.1	25	0.0	-2
#38 CCN(CC)CCN(C)Cc1c(F)cccc1Cl
→ 0.8	56*	-0.1	5
#39 CC(=O)Nc1ccc(NC(=O)C2CCCN2C(=O)Nc2cccc(Cl)c2)cc1 (stereo not given)
→ 0.6	0	-0.1	3
#40 CC(C(=O)N1CCC(CO)(Cc2ccccc2C(F)(F)F)CC1)N1CCCC1=O (stereo not given)
→ 0.3	0	0.1	9

Entries of single compounds as entered above:
CC(C(=O)N1CCC(CO)(Cc2ccccc2C(F)(F)F)CC1)N1CCCC1=O (stereo not given) reads GPR151 activ = 0.3; MITF primary = 0; FBW7 activator = 0.1; TEAD-YAP block = 9
O=C(C(O)c1ccc(Br)cc1)N1CCC(Oc2ccc3[nH]ncc3c2)CC1 (stereo not given) reads GPR151 activ = 4.1; MITF primary = 6; FBW7 activator = 0.1; TEAD-YAP block = 6
COCCn1c(=NC(=O)C2CC2)sc2ccccc21 reads GPR151 activ = 2.2; MITF primary = -10; FBW7 activator = 0.1; TEAD-YAP block = -2

Going on with the list.
Every second line gives: GPR151 activ	MITF primary	FBW7 activator	TEAD-YAP block
#41 COc1ccc(Cc2nnc(Nc3ccccc3)[nH]c2=O)cc1
→ 0.0	1	0.0	-2
#42 CCN(CC)c1ccc2cc(-c3nnc(Nc4ccc(Oc5ccc(Cl)cc5)cc4)s3)c(=O)oc2c1
→ 0.2	-8	0.0	0
#43 O=C(O)Cn1c2ccccc2c2nn3cc(-c4ccccc4)nc3nc21
→ -0.1	11	0.1	-29
#44 COc1ccc(OC)c(NC(=S)NCCN2CCOCC2)c1
→ -1.2&-0.9	12&-6	-0.1&-0.1	2&-6
#45 Cc1cc(Cl)c(S(=O)(=O)Nc2ccon2)cc1OCC(=O)NC1CCCCC1
→ 0.2	-4	-0.2	-1
#46 Cc1csc(NC(=O)CCc2c(C)nc3c(-c4ccc(F)cc4)c(C)nn3c2C)n1
→ 3.9	3	-0.1	9
#47 COc1cc(-c2nc3ccc(C(=O)NC4CCCC(C)C4C)cc3nc2-c2cc(OC)c(OC)c(OC)c2)cc(OC)c1OC (stereo not given)
→ 0.2	1	0.2	-4
#48 COC(=O)C1=C(C)NC(=O)N(C(C)=O)C1c1ccc(F)cc1 (stereo not given)
→ -1.5	25	0.3	12
#49 COc1cc(NC(=O)CC23CC4CC(CC(C4)C2)C3)cc(OC)c1
→ 2.4	9	0.1	-2
#50 O=C(NC1CCCC1)c1cc(=O)c(OCc2ccc(F)cc2)co1
→ -0.1	3	-0.1	-3
#51 CCOC(=O)COc1ccc2c(=O)c(Oc3ccccc3Br)coc2c1
→ 1.1	4	0.0	3
#52 COC(c1ccc2c(c1)CN(C(=O)c1ccnc(-n3cnnn3)c1)CCO2)C1CCCCC1 (stereo not given)
→ -0.5	2	-0.1	-3
#53 Cc1cc(C(=O)N2CCN(c3ccccc3)CC2)ccc1[N+](=O)[O-]
→ 1.3	13	0.0	2
#54 CCOC(=O)CN(C)C1CCN(c2ccc(NC(=O)c3ccc(C)cc3C)cc2)CC1
→ -0.6	-4	-0.2	-1
#55 O=C(O)CSc1nc2ccsc2c(=O)n1Cc1ccc(C(=O)O)cc1
→ -1.7	19	0.4	11
#56 Cc1cc(C)c(S(=O)(=O)N2CCOC2CNC(=O)C(=O)NCc2ccccn2)c(C)c1 (stereo not given)
→ -0.2	-5	-0.6	3
#57 CCCCOC(=O)c1cc(-c2ccc(/C=C3\C(=O)N(c4ccccc4)N=C3C)o2)ccc1Cl
→ -0.6	0	-0.2	1
#58 N#Cc1c(NC(=O)c2ccco2)sc2c1CCC2
→ -2.6	6	0.0	-75
#59 COC(=O)c1ccc2c(c1)C(=O)N(c1ccc(OC)cc1)C2=O
→ -1.0	23	-0.1	3
#60 Cn1c(=O)c2c(-c3ccccc3)n(-n3cnnc3)cc2n(C)c1=O
→ 0.1	-5	0.2	-2

Later entries:
item	SMILES	GPR151 activ	MITF primary	FBW7 activator	TEAD-YAP block
61	CC(=O)c1ccccc1-c1ccc2c(c1)CC(CNC(=O)C(C)n1nc(C)cc1C)O2 (stereo not given)	0.7	23	1.1	4
62	CCOc1ccc(OCC)c(NC(=O)c2oc(=O)c3ccccc3c2-c2ccc(C)cc2)c1	-0.4	18	0.1	1
63	O=C(CCC1CCCCC1)Nc1ccc(C(=O)O)cc1	-1.4	19	0.2	-2
64	O=C(c1cc(Cl)ccc1Cl)N1CCC(c2ccccc2)C1 (stereo not given)	-0.8	15	0.0	0
65	CC(Cc1n[nH]c(=S)n1N)c1ccccc1 (stereo not given)	2.1	-4	0.0	1
66	CCc1ccc2nc(SCC(=O)Nc3nccs3)c(C#N)cc2c1	-0.2	2	0.0	-57
67	COc1ccc(Cn2cc(C(=O)NCc3cccnc3)nn2)cc1	0.2	-14	0.0	-6
68	O=C1NC(=O)/C(=C\c2ccc(-c3ccc(Cl)cc3)o2)N1	0.3	-3	0.0	-6
69	O=[N+]([O-])c1ccc(NCCCOc2nonc2-c2ccccc2)c(Cl)c1	1.8	7	0.0	4
70	COc1cc(C2NC(c3ccc(O)c(OC)c3)C([N+](=O)[O-])C(C)(C)C2[N+](=O)[O-])ccc1O (stereo not given)	0.3	1	0.0	12
71	Cc1ccccc1NC(=O)C(=O)N1CCCCC1	-0.2	-9	0.0	-6
72	CCOc1ccc(-n2c(=O)c3sccc3n(CC(=O)NCCc3ccccc3)c2=O)cc1	-0.8	0	-0.1	27
73	CCc1ccc(NC2=CC(c3ccc(Br)cc3)N(c3ccc(CC)cc3)C2=O)cc1 (stereo not given)	-0.6	2	0.1	0
74	O=C(Cn1cnc2sc3c(c2c1=O)CCCC3)NCc1ccc2c(c1)OCO2	-1.7	17	0.1	2
75	COc1ccc(C(C)=O)cc1COC(=O)CN1C(=O)NC2(CC(C)CC(C)(C)C2)C1=O (stereo not given)	-0.2	7	-0.1	-4
76	O=C(c1cnc2n(c1=O)CCS2)n1ncc2cc([N+](=O)[O-])ccc21	-0.2	9	0.0	-1
77	O=C1CC(c2ccccc2)CN1C(=O)c1ccc(F)cc1 (stereo not given)	4.6	0	-0.1	3
78	Cc1ccc2nc(SCc3ccc(F)cc3)nc(=O)n2c1	1.3	-11	0.2	-10
79	COc1ccc(C2=C/C(=C(/C#N)C(=O)NC3CC3)c3cc(C)ccc3O2)cc1	0.6	-4	-0.2	-8
80	Cc1ccc(NC(=O)CS(=O)(=O)c2cccc3nsnc23)c(C)c1	0.0	17	-0.2	5
81	Cc1nc2ccccn2c1C(=O)NC(C)c1ccccc1 (stereo not given)	1.0	15	0.0	6
82	CCOc1ccc(/C=C(\C(=O)N2CCCC2)n2ccccc2=O)cc1	0.6	3	0.1	5
83	Cc1nc2ccccc2n1CC(O)Cn1c2ccc(Br)cc2c2cc(Br)ccc21 (stereo not given)	0.2	8	0.0	1
84	CC1CCCCN1C(=O)CSCC(=O)Nc1nc(-c2ccc(Cl)s2)cs1 (stereo not given)	0.6	-6	0.1	-26
85	CSc1ccc(C(=O)Nc2nnc(-c3ccc(F)cc3)o2)cc1	-2.4	22	0.0	-1
86	CC1CC(C)CN(S(=O)(=O)c2ccc(F)c(C(=O)NC(C)C)c2)C1 (stereo not given)	0.4	17	0.2	-1
87	Cc1nn(-c2ccccc2)c2c1C(=O)CC(C)(C)C2	-1.3	-6	0.0	-1
88	N#C/C(=C\c1ccco1)C(=O)Nn1cnnc1	-1.1	13	0.0	0
89	COc1cccc(CN2CCN(Cc3ccc(OC)c(CO)c3)[C@@H](C)C2)c1	-0.5	-14	0.0	-3
90	CCOC(=O)N1N=C2CCCCCC2C1(O)C(F)(F)F (stereo not given)	-0.5	6	0.3	10
91	O=S(=O)(NCC12CC3CC(CC(C3)C1)C2)c1ccc2c(c1)OCCO2	-0.1	-6	0.0	-3
92	COc1ccc(CN2CCN(C(=O)c3cccs3)CC2)cc1OC	-1.8	37	-0.1	1
93	COc1ccc(-n2nnnc2SCC(=O)c2cccc(OC)c2)cc1	-0.8	3	-0.1	3
94	CN1CCN(/C=N/c2sc3c(c2C#N)CCCCC3)CC1	0.0	17	0.3	20
95	Cc1ccc(-c2csc(NC(=O)c3ccc(S(=O)(=O)N(C)C)cc3)n2)cc1	1.4	1	-0.2	11
96	N#CC(=C1N=c2ccccc2=N1)c1c(O)[nH]c2ccccc12	-0.3&0.2	17&5	0.2&0.0	7&16
97	O=C(N/N=C/c1ccccc1C(F)(F)F)C(=O)Nc1ccc(F)cc1	0.0	3	0.2	1
98	Cc1ccnc(NC(=O)CCC(=O)N(CC(=O)NCc2ccccc2)Cc2ccco2)c1	-0.9	12	0.1	11
99	CCC(=O)Nc1nnc(SCc2cc(=O)c(OC(=O)c3ccccc3)co2)s1	0.9	18	0.4	-2
100	O=S(=O)(Nc1ccc(Br)cc1)N1CCCCC1	-1.1	17	0.5	4
101	COc1ccc(NC(=O)c2cc(S(=O)(=O)N3CCOCC3)cs2)cc1	0.5	-4	0.1	12
102	CCC(C)(C(=O)NC1CCCCC1)N(Cc1cccs1)C(=O)c1ccc(=O)[nH]c1 (stereo not given)	0.1	2	-0.2	10
